procasp3 activ = activates human procaspase-3; recombinant procaspase-3 D3A, Ac-DEVD-pNA absorbance 405 nm; 330,000 compounds, 0.11% hits; activation, % at 8.5 µM;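 active = activation above the mean of all tested compounds plus 3 SD, cut at about 21% in these data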;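 note: 0% = DMSO alone and 100% = DMSO wells spiked with extra 5 µM PC-3 D3A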
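Assay system: Autoprocessing-dead procaspase-3 D3A mutant enzyme; also added: Ac-DEVD-pNA; doses: one concentration, 8.5 µM nominal, 0.8% DMSO; times: 1 h compound preincubation, 2 h substrate hydrolysis at 25 °C; technique: 405 nm absorbance of p-nitroaniline, reads at 0 and 120 min; measure: % activation between DMSO and enzyme-spiked controls; repeats: single replicate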
PP5 inh = PP5 (human) phosphatase inhibition; P53041; AID 1987; purified PP5c, OMFP substrate fluorescence; 320,000 compounds, 0.18% hits; inhibition, % at 6.7 µM;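 active = inhibition above the campaign's mean inhibition across all tested compounds plus 3 SD, cut at about 9.5% in these data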;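 note: 0% = DMSO only and 100% = 100 µM cantharidin control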
Fh CTSL1 inh = cathepsin L1 inhibition, PFM18AAP counter-screen; 300,000 compounds, 0.49% hits; AID 1906; recombinant F. hepatica cathepsin L1, Z-Leu-Arg-MCA fluorescence; inhibition, % at 5.96 µM;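 active = inhibition above the mean of all tested compounds plus 3 SD, set per screening campaign, cut at about 17% in these data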;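 note: 0% = plate median of test compound wells and 100% = 1 µM Z-Phe-Ala-diazomethylketone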
PP1 inh = counter-screen for PP5 inhibitors: inhibitors of human PP1-alpha | P62136 | purified PP1alpha, OMFP fluorescence | inhibition, % at 6.7 µM | 320,000 compounds, 0.9% hits | AID 2235;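 active = inhibition above the mean inhibition of all tested compounds plus 3 SD, computed separately for each screening campaign, cut at about 15% in these data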
Target sequence (P62136 whole entry, looked up): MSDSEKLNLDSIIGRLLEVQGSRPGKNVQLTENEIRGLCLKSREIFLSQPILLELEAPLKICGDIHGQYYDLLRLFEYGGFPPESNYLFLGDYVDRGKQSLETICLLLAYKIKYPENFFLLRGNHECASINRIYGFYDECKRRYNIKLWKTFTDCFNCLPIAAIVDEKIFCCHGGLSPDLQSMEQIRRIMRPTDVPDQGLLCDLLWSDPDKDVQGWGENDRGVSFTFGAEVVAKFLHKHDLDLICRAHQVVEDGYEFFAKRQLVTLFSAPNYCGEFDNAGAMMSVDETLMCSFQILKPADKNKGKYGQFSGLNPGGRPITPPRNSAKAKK
PAFAH2 inh = PAFAH2 (human) inhibition; Q99487; recombinant PAFAH2, FP-rhodamine activity probe, fluorescence polarization; inhibition, % at 3.39 µM; 340,000 compounds, 0.99% hits; AID 492956;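 active = inhibition above the mean over all tested compounds plus 3 SD, cut at about 30% in these data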;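 note: inhibitors block probe labeling of enzyme so polarization drops; 0% = enzyme with DMSO and 100% = wells lacking PAFAH2 protein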
core dimer inh = blocks dimerization of HCV core protein. 300,000 compounds, 0.33% hits. TR-FRET GST/Flag-core106 dimerization, 1536-well. inhibition, % at 5 µM;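 active = inhibition above the mean of all tested compounds plus 3 SD, set per screening campaign, cut at about 45% in these data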
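Assay system: tagged HCV core106 pair (GST and Flag); medium: KF-containing HEPES buffer, pH 7.45, DTT, CHAPS, BSA; also added: Eu donor and XL665 acceptor anti-tag antibodies; dosing: 5 µM single dose; timing: compound-protein-antibody incubation 4 h at 22.5 °C; signal: TR-FRET 671 and 617 nm emission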
proCasp7 act = activates human procaspase-7, counter-screen for procaspase-3 activators. activation, % at 8.5 µM. recombinant procaspase-7, Ac-DEVD-pNA absorbance 405 nm; D23A/D198A/D206A triple mutant, cannot self-cleave; scale: DMSO 0, 5 µM enzyme 100. 330,000 compounds, 0.093% hits;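 active = percent activation above the screen-wide mean plus 3 SD, cut at about 25% in these data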
Target sequence (P55210 whole entry D23A/D198A/D206A): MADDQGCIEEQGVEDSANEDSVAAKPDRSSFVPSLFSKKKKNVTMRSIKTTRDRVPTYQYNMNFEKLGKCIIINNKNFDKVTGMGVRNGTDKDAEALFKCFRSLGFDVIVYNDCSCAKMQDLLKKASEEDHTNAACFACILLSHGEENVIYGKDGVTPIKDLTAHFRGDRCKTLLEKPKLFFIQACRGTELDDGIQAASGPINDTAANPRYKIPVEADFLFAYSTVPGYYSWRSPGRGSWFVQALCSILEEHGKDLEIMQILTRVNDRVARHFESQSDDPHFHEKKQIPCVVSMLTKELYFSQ
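Assay system – Uncleavable procaspase-7 mutant enzyme · Quantity – 2 µM procaspase-7 mutant as dispensed · Times – 1 h preincubation, 2 h reaction · Dosing – single nominal 8.5 µM compound dose, 0.8% DMSO final · Buffer or medium – Zinc-free 50 mM HEPES buffer, pH 7.4, with NaCl and Triton X-100 · Detection – Epi-absorbance of released pNA at 405 nm, two timepoints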
TPT1 inh = inhibitors of Candida albicans tRNA 2'-phosphotransferase TPT1; recombinant caTPT1, FP RNA substrate dephosphorylation; 300,000 compounds, 0.81% hits; inhibition, % at 5 µM;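 active = inhibition above the mean of all tested compounds plus 3 SD, set per screening campaign, cut at about 24% in these data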;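 note: plate controls were DMSO alone for no effect and ferristatin control at 100 nM for full effect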
AHR act = activates the human aryl hydrocarbon receptor; AHR-responsive luciferase reporter cells, luminescence; activation, % at 5 µM; AID 2796; P35869; 320,000 compounds, 2.5% hits; in the data active = activation above about 47%;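 note: 0% = vehicle wells and 100% = reference agonist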
Numbers without * were called inactive; x = no result given.

[1] O=C(N1CCCCC1)N1CCN(S(=O)(=O)c2ccccc2)CC1
[2] CC1=NN(c2ccccc2C(=O)O)C(=O)C1N=Nc1ccccc1 (stereo unspecified)
[3] COCOc1ccc(C2CC(=O)c3c(OCOC)cc(OCOC)cc3O2)cc1 (stereo unspecified)
[4] CCOc1ccc(NC(=O)CCC(=O)Nc2cc(OC)c(NC(=O)c3ccco3)cc2OC)cc1
[5] CC(C)(C)CC(=O)NCCCCCCNC(=O)CC(C)(C)C
[6] CC1(C)N=C(SCC(=O)Nc2ccc(Cl)cc2)C(c2ccc(Cl)cc2)=N1
[7] COc1ccc(-c2cn3cccnc3n2)cc1NC(=O)C(C)Oc1ccccc1 (stereo unspecified)
[8] CC(C)OC(=O)CSc1nnc(-c2ccccn2)n1-c1ccccc1
assay / entry | 1 | 2 | 3 | 4 | 5 | 6 | 7 | 8
procasp3 activ | -4 | 1 | 10 | 0 | 2 | 0 | 6 | -30
PP5 inh | -1.5 | 2.3 | 1.9 | 1.9 | -2.5 | 5.1 | 3.3 | 0.1
Fh CTSL1 inh | -1 | 6 | 1 | 4 | 5 | -1 | 1 | -3
PP1 inh | -1 | 5 | -3 | 0 | -2 | 1 | -2 | 4
PAFAH2 inh | 6 | 4 | 3 | 4 | 8 | 3 | 2 | -6
core dimer inh | -2 | 14 | 0 | 6 | 4 | -4 | 11 | -3
proCasp7 act | -3 | -11 | 1 | 2 | 12 | -6 | -4 | -39
TPT1 inh | -5 | -2 | -4 | 1 | 1 | 0 | 0 | 0
AHR act | 1 | 18 | 2 | 0 | -1 | 5 | 22 | 1

As entered above:
Result of COCOc1ccc(C2CC(=O)c3c(OCOC)cc(OCOC)cc3O2)cc1 (stereo unspecified) in core dimer inh: 0
Result of O=C(N1CCCCC1)N1CCN(S(=O)(=O)c2ccccc2)CC1 in procasp3 activ: -4

Other records follow:
[9] O=C1CNc2ccc(C(=O)N3CCN(c4ccccn4)CC3)cc2N1
[10] O=C(NNC(=S)NCCc1ccccc1)c1ccc(Br)s1
[11] Cc1ccc(NC(=O)CN(C)C(=O)COC(=O)CNS(=O)(=O)c2ccc(Br)cc2Cl)cc1
[12] CCOC(=O)N1CCC(N2CCCC(C(=O)c3ccccc3OC)C2)CC1 (stereo unspecified)
[13] COc1cccc(CNCc2cc(OC)cc(OC)c2)c1
[14] CN(CC(=O)Nc1ccccc1C(F)(F)F)C(=O)CCc1nc2sc3c(c2c(=O)[nH]1)CCCC3
[15] CC1CCCN(Cc2nc3c(c(=O)n(C)c(=O)n3C)n2CCCc2ccccc2)C1 (stereo unspecified)
[16] CC(C)CCOc1ccc(C2=NNC(=O)CC2)cc1
assay / entry | 9 | 10 | 11 | 12 | 13 | 14 | 15 | 16
procasp3 activ | -1 | -2 | 3 | 0 | 10 | -2 | 2 | 3
PP5 inh | -1.2 | 4.1 | 2.1 | 2.4 | 1.7 | 0.8 | -3.1 | 1.7
Fh CTSL1 inh | -1 | 18* | -13 | -5 | -2 | 2 | 4 | 1
PP1 inh | 0 | 4 | -2 | -6 | -2 | 4 | -5 | -4
PAFAH2 inh | 8 | 6 | 4 | 3 | -1 | 1 | 1 | -5
core dimer inh | 6 | -1 | -1 | 0 | 5 | 6 | 1 | 7
proCasp7 act | 5 | 5 | -2 | -2 | -2 | 10 | -1 | -5
TPT1 inh | 5 | -2 | -3 | 2 | 2 | 7 | 1 | -5
AHR act | 3 | 1 | 2 | -5 | 8 | 2 | 0 | 0

[17] C=CCSc1nc2c(cnn2-c2ccccc2)c(=O)n1N
[18] CCCNC(=O)/C=C/c1ccc(S(=O)(=O)Nc2ccccc2OC)cc1
[19] COC(=O)c1ccc(CN2C(=O)NC3(CCCCC3)C2=O)cc1
[20] Cc1cc([N+](=O)[O-])ccc1NC(=O)C[n+]1ccc(N(C)C)cc1
[21] Cn1c(-c2ccccc2)cnc1SCc1nc2ccccc2c(=O)[nH]1
[22] Cc1cc2nc(-c3ccco3)cc(C(F)(F)F)n2n1
[23] CN(C)S(=O)(=O)c1cccc(C(=O)NCCc2ccccc2)c1
[24] C=CCNC(=O)c1c2c(nc3ccccc13)-c1ccccc1CC2
assay / entry | 17 | 18 | 19 | 20 | 21 | 22 | 23 | 24
procasp3 activ | 1 | -1 | -2 | 3 | -11 | 13 | 2 | -4
PP5 inh | -1.0 | -0.1 | -0.5 | 1.1 | 0.8 | 2.1 | 0.5 | 0.0
Fh CTSL1 inh | -1 | 6 | 3 | 2 | 3 | 2 | 0 | 2
PP1 inh | -3 | -2 | -3 | -1 | -1 | -3 | -1 | -3
PAFAH2 inh | x | 2 | 3 | 4 | 0 | -3 | 2 | -1
core dimer inh | 0 | 2 | -2 | -2 | 2 | 4 | -5 | -1
proCasp7 act | 4 | 3 | 4 | 5 | -10 | -6 | -2 | 12
TPT1 inh | -3 | 1 | 5 | 0 | 0 | 0 | -2 | 1
AHR act | -5 | 14 | 0 | 0 | 6 | 3 | 7 | -1

[25] CCCN1CNc2c(c(=O)[nH]c(=S)n2-c2ccc(Cl)cc2)C1
[26] COC(=O)NN1C(=O)C(c2ccccc2)=C(c2ccc(Cl)cc2)C1=O
[27] Cc1cccc(N2CCN(C(=O)CCNC(=O)Cn3ccc4ccccc4c3=O)CC2)c1C
[28] Cc1ccc(-n2c(SCC(=O)N/N=C/c3c(C)nn(-c4ccccc4)c3C)nc3ccccc3c2=O)cc1
assay / entry | 25 | 26 | 27 | 28
procasp3 activ | -2 | -4 | 6 | 3
PP5 inh | 1.3 | -0.7 | -1.4 | 1.2
Fh CTSL1 inh | 1 | 0 | 1 | 4
PP1 inh | -2 | 0 | -6 | 1
PAFAH2 inh | 5 | 4 | 10 | -9
core dimer inh | -1 | 5 | 0 | 30
proCasp7 act | -2 | -1 | 2 | 10
TPT1 inh | 1 | -2 | 0 | -2
AHR act | -2 | 0 | -4 | 6

Among those listed so far, twelve contain four or more nitrogen atoms:
[2] CC1=NN(c2ccccc2C(=O)O)C(=O)C1N=Nc1ccccc1 (stereo unspecified)
[7] COc1ccc(-c2cn3cccnc3n2)cc1NC(=O)C(C)Oc1ccccc1 (stereo unspecified)
[8] CC(C)OC(=O)CSc1nnc(-c2ccccn2)n1-c1ccccc1
[9] O=C1CNc2ccc(C(=O)N3CCN(c4ccccn4)CC3)cc2N1
[14] CN(CC(=O)Nc1ccccc1C(F)(F)F)C(=O)CCc1nc2sc3c(c2c(=O)[nH]1)CCCC3
[15] CC1CCCN(Cc2nc3c(c(=O)n(C)c(=O)n3C)n2CCCc2ccccc2)C1 (stereo unspecified)
[17] C=CCSc1nc2c(cnn2-c2ccccc2)c(=O)n1N
[20] Cc1cc([N+](=O)[O-])ccc1NC(=O)C[n+]1ccc(N(C)C)cc1
[21] Cn1c(-c2ccccc2)cnc1SCc1nc2ccccc2c(=O)[nH]1
[25] CCCN1CNc2c(c(=O)[nH]c(=S)n2-c2ccc(Cl)cc2)C1
assay / entry | 2 | 7 | 8 | 9 | 14 | 15 | 17 | 20 | 21 | 25
procasp3 activ | 1 | 6 | -30 | -1 | -2 | 2 | 1 | 3 | -11 | -2
PP5 inh | 2.3 | 3.3 | 0.1 | -1.2 | 0.8 | -3.1 | -1.0 | 1.1 | 0.8 | 1.3
Fh CTSL1 inh | 6 | 1 | -3 | -1 | 2 | 4 | -1 | 2 | 3 | 1
PP1 inh | 5 | -2 | 4 | 0 | 4 | -5 | -3 | -1 | -1 | -2
PAFAH2 inh | 4 | 2 | -6 | 8 | 1 | 1 | x | 4 | 0 | 5
core dimer inh | 14 | 11 | -3 | 6 | 6 | 1 | 0 | -2 | 2 | -1
proCasp7 act | -11 | -4 | -39 | 5 | 10 | -1 | 4 | 5 | -10 | -2
TPT1 inh | -2 | 0 | 0 | 5 | 7 | 1 | -3 | 0 | 0 | 1
AHR act | 18 | 22 | 1 | 3 | 2 | 0 | -5 | 0 | 6 | -2

[27] Cc1cccc(N2CCN(C(=O)CCNC(=O)Cn3ccc4ccccc4c3=O)CC2)c1C
[28] Cc1ccc(-n2c(SCC(=O)N/N=C/c3c(C)nn(-c4ccccc4)c3C)nc3ccccc3c2=O)cc1
assay / entry | 27 | 28
procasp3 activ | 6 | 3
PP5 inh | -1.4 | 1.2
Fh CTSL1 inh | 1 | 4
PP1 inh | -6 | 1
PAFAH2 inh | 10 | -9
core dimer inh | 0 | 30
proCasp7 act | 2 | 10
TPT1 inh | 0 | -2
AHR act | -4 | 6

Bioassay records as filed in PubChem BioAssay.
